# DT40 TDP1 no CPT – qHTS for Inhibitors of human tyrosyl-DNA phosphodiesterase 1 (TDP1): qHTS in cells in absence of CPT. Potency, µM (titrated, usually from 46.2 µM), inactives show at the highest dose activity change, negative = growth inhibition, most hits filed as inhibitors. DT40 Tdp1-/- hTDP1 cells, no CPT, ATP luminescence, 48 h. 420,000 compounds, 15% hits. AID 686978, 2013; also: nearly all actives have a fitted effect of over 55% in size
#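 Luminescent ATP content (CellTiter-Glo) served as the growth readout. Knockout chicken DT40 cells expressing human TDP1 were exposed to compounds without camptothecin for a minimum 48 hr at 37 °C.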
# DT40 TDP1 CPT – growth inhibition of DT40 Tdp1-/-;hTDP1 cells with camptothecin (screen for TDP1 inhibitors); Potency, µM (doses to about 46.2 µM), inactives show top-dose activity change, negative = growth inhibition, usual class: inhibitors; chicken DT40 Tdp1-/-;hTDP1 cells + 20 nM CPT, ATP luminescence, 48 h; 420,000 compounds, 12% hits; AID 686979; also: nearly all actives have a fitted effect of over 55% in size
#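 Chicken DT40 Tdp1-/- cells stably complemented with human TDP1 were seeded at 400 cells/well in medium containing 20 nM camptothecin, exposed to pin-transferred compounds, and grown at 37 °C for at least 48 hr. Viability was read as ATP luminescence.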
# GCN5L2 inh – inhibitors of human GCN5L2 histone acetyltransferase; Q92830; 390,000 compounds, 0.21% hits; AID 504327; Potency, µM (top dose mostly 58.9 µM), inactives show at the highest dose activity change, negative = inhibition, most hits filed as inhibitors; GCN5L2 HAT assay, ThioGlo1 CoA-SH fluorescence
# Target sequence (Q92830 whole entry, looked up): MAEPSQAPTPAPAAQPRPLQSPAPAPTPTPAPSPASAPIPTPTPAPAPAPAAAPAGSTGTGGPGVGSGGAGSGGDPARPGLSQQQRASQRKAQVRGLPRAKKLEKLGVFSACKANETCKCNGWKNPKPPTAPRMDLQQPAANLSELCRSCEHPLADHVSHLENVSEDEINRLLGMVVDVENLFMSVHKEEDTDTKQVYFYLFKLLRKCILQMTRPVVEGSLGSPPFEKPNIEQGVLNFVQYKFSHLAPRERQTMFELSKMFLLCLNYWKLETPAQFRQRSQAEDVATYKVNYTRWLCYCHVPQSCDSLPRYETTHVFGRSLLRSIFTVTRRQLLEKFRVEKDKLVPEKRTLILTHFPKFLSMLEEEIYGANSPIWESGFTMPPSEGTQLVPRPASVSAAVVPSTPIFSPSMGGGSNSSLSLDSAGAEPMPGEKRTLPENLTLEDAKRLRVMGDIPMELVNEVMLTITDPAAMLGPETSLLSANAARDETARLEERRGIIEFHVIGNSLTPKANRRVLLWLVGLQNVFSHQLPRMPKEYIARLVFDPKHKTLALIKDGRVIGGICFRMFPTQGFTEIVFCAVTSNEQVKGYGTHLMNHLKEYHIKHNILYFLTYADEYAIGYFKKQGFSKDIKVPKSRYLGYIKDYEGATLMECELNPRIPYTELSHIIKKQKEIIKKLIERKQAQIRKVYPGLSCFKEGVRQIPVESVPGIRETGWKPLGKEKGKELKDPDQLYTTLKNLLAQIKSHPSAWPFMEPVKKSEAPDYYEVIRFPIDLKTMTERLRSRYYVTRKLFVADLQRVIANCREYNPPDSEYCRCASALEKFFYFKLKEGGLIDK
#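 qHTS, 1536-well. 20nM enzyme, pH 7.5 HEPES/EDTA/Tween-20 buffer; 15 min compound preinc., RT. Start: 75uM H3(1-25), 70uM AcCoA, 50uM ThioGlo1. Read Ex340/Em540 at t=0 (autofluorescence flag) and t=20 min.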
# Starred values were filed as active, the others as inactive; ? = inconclusive; . = not tested or not shown; & = joins results of further samples; [ ] = remark or other dose. Calls follow the shape of the dose curve; as a rule, active = well fitted curve in the direction sought with a large enough effect; inconclusive = small, poorly fitted or top-dose-only effect, or another doubt; inactive = no such curve, though single readings can be large; an effect the other way counts as inactive or inconclusive. % is scaled to controls: 0 for no effect and ±100 for the full control effect; potency is read from the fitted curve at half-maximal effect. Some of the compounds tested; the hit share may differ from the screen's.
# The opening two compounds, ahead of the listing:
# Results follow in this order: DT40 TDP1 no CPT, GCN5L2 inh, DT40 TDP1 CPT
> Cc1ccc(S(=O)(=O)N2CCC(C(=O)N[C@@H](C)C(=O)Nc3ccc4c(c3)OCO4)CC2)cc1
 : -7%, 0%, -4%
> CC(=O)N(Cc1cccnc1)c1nc2c(F)cc(F)cc2s1
 : ?, -3%, ?

# The list itself, repeating the preview:
# Results follow in this order: DT40 TDP1 no CPT, GCN5L2 inh, DT40 TDP1 CPT
> Cc1ccc(S(=O)(=O)N2CCC(C(=O)N[C@@H](C)C(=O)Nc3ccc4c(c3)OCO4)CC2)cc1
 : -7%, 0%, -4%
> CC(=O)N(Cc1cccnc1)c1nc2c(F)cc(F)cc2s1
 : ?, -3%, ?
> COc1ccc(-n2nnnc2SCC(=O)N2CCCc3ccccc32)cc1OC
 : -26%, -2%, -14%
> Cc1ccc(S(=O)(=O)N2c3ccccc3CC2C)cc1 (stereo unspecified)
 : ?, -2%, ?
> COc1ccc(S(=O)(=O)N2CCCCCC2)cc1NC(=O)CN(C)Cc1ccc2c(c1)OCO2
 : 21µM*, -9%, ?
> COc1cc(SC)ccc1C(=O)Nc1ccon1
 : -6%, -19%, -12%
> COc1ccccc1C(=O)Nc1ncc2c(n1)CC(c1ccco1)CC2=O (stereo unspecified)
 : ?, -13%, ?
> CC(=O)Nc1ccc(S(=O)(=O)N2CCC(N3CCN(Cc4ccc(C)cc4)C(=O)C3=O)CC2)cc1
 : -8%, -6%, -3%
> COCCN(C/C=C/c1ccccc1)C/C=C/c1ccccc1
 : ?, -6%, ?
> O=C(CSc1nnc(CCc2nc3ccccc3[nH]2)n1-c1ccccc1)NCc1ccccc1
 : ?, 3%, -22%
> CCCCCCCCNCCS(=O)(=O)NC1CCCCC1
 : ?, ., ?
> CCNC(=O)c1ccccc1NC(=O)c1cccc(S(=O)(=O)N2CCC(C)CC2)c1
 : 15µM*, -5%, ?
> COc1ccc(Br)cc1C(=O)O
 : 9%, 0%, 6%
> CSc1ccccc1NC(=O)C1=CC(c2ccc(C)cc2)=NS(=O)(=O)N1C
 : ?, -8%, -25%
> Cc1nc(/N=C(\N)NC(=O)N2c3ccccc3Sc3ccccc32)nc2ccccc12
 : ?, -5%, ?
> Cc1ccc(C)c(N2CCN(S(=O)(=O)c3ccc4[nH]c5c(c4c3)CCCC5)CC2)c1
 : ?, -13%, ?
> O=C(Nc1ccc(Cl)cc1)Nc1ccccn1
 : 2%, -10%, 1%
> O=C/C(=C\Nc1ccccn1)c1nc2ccccc2o1
 : -11%, -2%, -27%
> COc1ccc(CNC(=O)C2CCN(S(=O)(=O)c3ccc4c(c3)NC(=O)C(C)S4)CC2)cc1 (stereo unspecified)
 : ?, -9%, ?
> CCOC(=O)CNc1cccc(C(F)(F)F)c1
 : 0%, -22%, -9%
> CCc1ccc(S(=O)(=O)c2nnn3c2nc(Nc2cc(OC)cc(OC)c2)c2cc(Cl)ccc23)cc1
 : 2%, -1%, ?
> O=C(N/C(=C/c1ccc(Br)cc1)C(=O)N1CCOCC1)c1ccc(Br)o1
 : 8%, -4%, 3%
> COc1ccccc1-c1cc(N)n[nH]1
 : -3%, -9%, ?
> COc1ccccc1OCC(=O)NCC(C)NC(=O)COc1ccccc1OC (stereo unspecified)
 : -11%, -16%, -12%
> O=C1NC[C@H](CCCCN2CCN(CCC3CCCCC3)C(=O)C2=O)N(CC2CCCCC2)C1=O
 : 3%, ., -1%
> Cc1ccccc1NC(=S)NCc1ccc(F)cc1
 : ?, -1%, 2%
> Cc1ccc(NC2c3ncccc3C(=O)N2Cc2cccs2)cc1C (stereo unspecified)
 : -3%, -8%, -7%
> COc1ccc(S(=O)(=O)Cc2ccc(C(=O)NC3CCC(C)CC3)o2)cc1 (stereo unspecified)
 : ?, -6%, -8%
> COc1ccc(-c2cc3c(c4c2ccn4C)C2CCC3C2)cn1 (stereo unspecified)
 : ?, ., ?
> C=CCSc1nnc(-c2ccccc2NC(C)=O)c(=O)[nH]1
 : -13%, -2%, -15%
> Cc1ccc(S(=O)(=O)OCC(=O)Nc2ccc(C(=O)O)c(O)c2)cc1
 : 5%, ., -20%
> CCOc1cccc(-c2csc(C3COc4ccccc4O3)n2)c1 (stereo unspecified)
 : 0%, -3%, -26%
> CCCCN(C(=O)c1ccc(N2C(=O)c3ccccc3C2=O)cc1)c1c(N)n(CC(C)C)c(=O)[nH]c1=O
 : -1%, -6%, 0%
> Cc1ccc(S(=O)(=O)N2CCN(C(=O)CSc3nnnn3C)C2)cc1
 : -16%, 2%, 2%
> COc1ccccc1CCNC(=O)C(=O)NCC1OCCN1S(=O)(=O)c1ccc2c(c1)OCCO2 (stereo unspecified)
 : ?, -6%, ?
> COc1cccc(CN(C)C(=O)CCC(=O)c2cc(Br)ccc2OC)c1
 : ?, -10%, ?
> CC(=O)Nc1ccc(S(=O)(=O)Nc2ccccn2)cc1
 : -1%, -6%, 3%
> Cc1cc(C)cc(Nc2nc3c(S(=O)(=O)c4ccccc4)nnn3c3ccccc23)c1
 : ?, 1%, 8%
> O=C(CSC(=S)N1CCCC1)Nc1cc2c(cc1Br)OCCO2
 : -2%, -3%, -2%
> Cn1nc(-c2ccc(Cl)cc2)c2cc(C(=O)N3CCN(c4ccccc4)CC3)sc21
 : ?, -8%, ?
> COc1ccc(-c2csc3nc(-c4ccccc4)oc(=O)c23)cc1OC
 : ?, -10%&-12%, -22%&-15%
> COc1ccc(NC(=O)N(C)C[C@@H]2OCc3cnnn3CCCC(=O)N([C@@H](C)CO)C[C@H]2C)c(OC)c1
 : -4%, ., -6%
> Cc1ccc(NS(=O)(=O)c2ccc(CCC(=O)NCc3ccccn3)cc2)cc1
 : -23%, -13%, 13%
> CCN(CC(=O)Nc1c(F)cccc1F)C(=O)CCCOc1ccc(OC)cc1
 : -27%, -4%, -4%
> O=C(NCCCN1CCOCC1)c1ccc(Sc2ccccc2Cl)c([N+](=O)[O-])c1
 : ?, -4%, ?
> Cc1ccc(S(=O)(=O)CCC(=O)OCC(=O)N(C)c2ccccc2)cc1
 : -13%, ., -26%
> COc1ccc(/C=C(\C#N)C(=O)NCc2cccs2)cc1OC
 : ?, -2%, -4%
> COC(=O)c1c(SCC(=O)Nc2cc(OC)cc(OC)c2)[nH]c2ccc(C)cc2c1=O
 : ?, 14%, ?
> FC(F)(F)c1nc(NCc2ccccc2)c2nnn(Cc3ccccc3)c2n1
 : ?, -14%, ?
> CCCSc1nnc(-c2c[nH]c3ccccc23)n1CC
 : ?, -4%, 15µM*
> COc1ccccc1NC(=O)CN1CCN(c2ccccn2)CC1
 : -27%, -1%, -28%
> O=C(Nc1ccc(-n2cccn2)cc1)C1CCN(Cc2ccsc2)CC1
 : -24%, -2%, 5%
> COc1ccc(/C=N/N2C(=O)CSC2=S)cc1Br
 : -30%, -15%, ?
> COC(=O)[C@]12CCCCC=C1N(Cc1cccc3ccccc13)C(=O)[C@H](CC(=O)NCCCCc1ccccc1)C2
 : 16µM*, ., ?
> Cc1cccc(C)c1N1CCN(S(=O)(=O)N(C)C)CC1
 : ?, 2%, ?
> O=C(COC(=O)CNS(=O)(=O)c1c(F)cccc1F)NC(=O)NC1CCCCC1
 : 18%, -3%, -1%
> NC(=O)C1CC(=O)N(c2ccc(OCC(=O)Nc3ccc(F)cc3)cc2)C1 (stereo unspecified)
 : -29%, -4%, 4%
> CCCC1NC(=O)c2cccnc2-n2c1nc1cc(C)cc(C)c1c2=O (stereo unspecified)
 : ?, ., ?
> Cc1cccc(/C=N\NC(=O)c2csnn2)c1
 : ?, -7%, 30%[activator]
> Cc1ccc(-c2nnc(N(C)C(=O)C3CCCO3)s2)cn1 (stereo unspecified)
 : -13%, -3%, ?

# Exported with each value named: 2 of the compounds above
NC(=O)C1CC(=O)N(c2ccc(OCC(=O)Nc3ccc(F)cc3)cc2)C1 (stereo unspecified)
  DT40 TDP1 no CPT = -29% | GCN5L2 inh = -4% | DT40 TDP1 CPT = 4%

CCCC1NC(=O)c2cccnc2-n2c1nc1cc(C)cc(C)c1c2=O (stereo unspecified)
  DT40 TDP1 no CPT = ? | GCN5L2 inh = . | DT40 TDP1 CPT = ?

# Going on with the list:
# Results follow in this order: DT40 TDP1 no CPT, GCN5L2 inh, DT40 TDP1 CPT
> Cc1cc(C)c(O)c(CN(C)Cc2cc(Cl)cc(Cl)c2O)c1
 : 16µM*, ., ?
> CC(=O)c1ccc(NC(=O)CSc2nnc(-c3ccncc3)o2)cc1
 : -3%, -1%, -1%
> CCn1c(C)cc(=O)cc1-c1ccc(Cl)cc1
 : 2%, -2%, 3%
> CC(C)(C)OC(=O)N1CCC(CNC(=O)c2cccs2)CC1
 : 2%, 0%, -2%
> COc1ccc(-c2cnc3cccnn23)cn1
 : ?, ., -10%
> O=C(Cn1ccccc1=O)NCc1ccc(F)cc1
 : 3%, -3%, 6%
> COc1cccc(C(=O)NNC(=O)c2ccc3ccccc3c2O)c1
 : 9.2µM*, ., ?
> COc1ccc(Cl)cc1NC(=O)Cn1nc(C(F)(F)F)c2c1CCCC2
 : ?, -6%, ?
> O=C(CSCc1c(Cl)cccc1Cl)Nc1ccccc1-c1ccccc1
 : ?, -8%, -4%
> C#CC[N+]1(CC#Cc2ccc(C#CC[N+]3(CC#C)CCOCC3)cc2)CCOCC1
 : 8%, -2%, -3%
> Cc1cccc(C(=O)Nc2nc3ccc(S(C)(=O)=O)cc3s2)c1
 : -17%, 0%, -21%
> COc1cc(OC)cc(-c2noc([C@H]3C[C@H](O)[C@@H](CO)O3)n2)c1
 : 1%, ., 11%
> O=C(CSc1ncc2c(n1)-c1cc(Cl)ccc1N(Cc1ccccc1)S2(=O)=O)NCCc1ccccc1
 : ?, 13%, ?
> CC(C)(C)[C@H]1C=C(C(=O)NCc2ccccc2)O[C@@H](OCc2ccc(CO)cc2)C1
 : ?, 1%, 18µM*
> CC(C)(C)N(Cc1ccccc1)C(=O)COC(=O)c1ccccc1SCC(=O)N1CCCC1
 : ?, -8%, ?
> Cc1cccc(NC(=O)CCC(=O)N2CCOCC2)n1
 : 7%, 3%, -6%
> O=C(CCC1CCCN(C(=O)CC2=CCCCC2)C1)N1CCN(c2ccccn2)CC1 (stereo unspecified)
 : 16µM*, 1%, ?
> Cc1ccc(NNC(=O)CCc2ccccc2)c(C)c1
 : -3%, -1%, -7%
> Cc1ccc(NC(=O)C(=O)NCC(c2ccc3c(c2)OCO3)N2CCN(C)CC2)cc1C (stereo unspecified)
 : ?, -7%, 16µM*
> CCc1ccc(NC(=O)Nc2cccs2)cc1
 : 15µM*, -1%, 21µM*
> COc1ccc(CCNC(=O)COC(=O)c2ccc(C)s2)cc1
 : -24%, -3%, -6%
> Fc1ccc2[nH]c3c(NCc4ccco4)ncnc3c2c1
 : 8.9µM*, ., 7.1µM*
> O=C(CN(Cc1ccccc1Cl)C(=O)c1csnn1)NCc1ccc2c(c1)OCO2
 : -19%, -1%, -21%
> COc1ccc(NC(=O)c2ccco2)cc1NC(=O)COc1ccccc1Cl
 : ?, -1%, 6.5µM*
> CCOc1ccc(NC(=S)Nc2ccc3nsnc3c2)cc1
 : 8.2µM*, -19%, 5.8µM*
> Cc1cc(N2CCN(C)CC2)nc2ccc(NC(=O)c3ccc(C(C)(C)C)cc3)cc12
 : 4.6µM*, -20%, 7.3µM*
> COC(=O)c1cc(=O)n2c(sc3ccccc32)c1C#N
 : -12%, 4%, 21%
> O=C(CCN1C(=O)[C@@H]2Cc3ccccc3CN2C1=O)NCc1ccccc1
 : 9%, -16%, 0%
> Cc1ccc(-c2cn3cccc(C)c3n2)cc1NS(=O)(=O)c1ccccc1
 : 16µM*, -10%, 26µM*
> COc1ccc(NC(=O)COC(=O)C23CC4CC(CC(NC(C)=O)(C4)C2)C3)cc1S(=O)(=O)N1CCOCC1
 : 16µM*, -3%, 26µM*
> COc1ccc(-c2nc3cc(NC(=O)Cc4ccc(OC)c(OC)c4)ccc3o2)cc1
 : ?, -1%, ?
> COC(=O)c1cc(CNC(=O)CCCSc2ccccc2)ccc1OC
 : ?, -6%, -20%
> CSc1ncccc1C(=O)NCCc1ccccc1F
 : -2%, -3%, 6%
> CN1C(=O)NC(c2ccccc2Cl)C2=C1CC(C)(C)CC2=O (stereo unspecified)
 : 1%, 1%, 4%
> CCCCCCc1cc2cc(C(=O)NC)c(=N)oc2cc1O
 : 21µM*, ?, ?
> CCOC(=O)CNC(=O)CNC(=O)Cn1ccc2ccccc2c1=O
 : -2%, ?, -8%
> Cc1nonc1OCC(C)(COc1nonc1C)NC(=O)c1ccc(Cl)cc1
 : 6%, 4%, ?
> O=C(O)C1CCN(c2ccc(S(=O)(=O)N3CCOCC3)cc2[N+](=O)[O-])CC1
 : 10%, -3%, 8%
> O=c1[nH]cnc2c1ncn2[C@@H]1O[C@H](CO)[C@@H](O)[C@H]1O
 : 17%&-10%, -3%, -9%&-8%
